Bioassay records from PubChem.
TAAR1 agonist – human TAAR1 agonists, primary screen, Fluo-8 calcium fluorescence, CHO RD-HGA16 cells. Trace amine-associated receptor 1 (Homo sapiens), Q96RJ0. vehicle wells 0%, saturating PEA agonist 100%. activation, % at 3 µM. 360,000 tested, 0.99% active;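 active = activation above the mean activation of all test compounds in the run plus 3 SD, cut at about 38% in these data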
Target sequence (Q96RJ0 whole entry, looked up): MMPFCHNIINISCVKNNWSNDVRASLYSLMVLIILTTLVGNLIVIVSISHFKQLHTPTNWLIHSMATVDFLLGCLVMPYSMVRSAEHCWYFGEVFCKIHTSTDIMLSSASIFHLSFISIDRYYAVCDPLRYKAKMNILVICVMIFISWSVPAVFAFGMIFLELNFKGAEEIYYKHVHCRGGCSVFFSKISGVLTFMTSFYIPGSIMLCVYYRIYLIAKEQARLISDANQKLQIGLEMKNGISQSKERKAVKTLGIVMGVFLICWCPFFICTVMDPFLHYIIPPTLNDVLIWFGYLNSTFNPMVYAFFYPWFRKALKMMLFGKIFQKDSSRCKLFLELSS
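Test system: RD-HGA16 (CHO) cells co-expressing Gα16 and hTAAR1 / Benchmarks: DMSO vehicle as 0%, PEA at EC100 as 100% / Repeats: no replicates (n 1) / Measure: % activation from peak over basal fluorescence ratio, DMSO-to-PEA scaled / Timing: 17-24 h plating, Fluo-8 75 min 37 °C, 30 min RT / Technique: kinetic Fluo-8 calcium fluorescence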
M5 PAM – human M5 muscarinic receptor positive allosteric modulators, primary screen, CHO-K1 cells, Fluo-8 calcium fluorescence; Muscarinic acetylcholine receptor M5 (Homo sapiens), P08912; CHO-K1 hM5, ACh EC20 PAM; 0% = ACh EC20, 100% = ACh EC100; activation, % at 3 µM; 360,000 tested, 0.3% active; AID 624038, 2012;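 active = activation above the run cutoff, the mean activation of all test compounds plus 3 SD, cut at about 18% in these data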
Target sequence (P08912 whole entry, looked up): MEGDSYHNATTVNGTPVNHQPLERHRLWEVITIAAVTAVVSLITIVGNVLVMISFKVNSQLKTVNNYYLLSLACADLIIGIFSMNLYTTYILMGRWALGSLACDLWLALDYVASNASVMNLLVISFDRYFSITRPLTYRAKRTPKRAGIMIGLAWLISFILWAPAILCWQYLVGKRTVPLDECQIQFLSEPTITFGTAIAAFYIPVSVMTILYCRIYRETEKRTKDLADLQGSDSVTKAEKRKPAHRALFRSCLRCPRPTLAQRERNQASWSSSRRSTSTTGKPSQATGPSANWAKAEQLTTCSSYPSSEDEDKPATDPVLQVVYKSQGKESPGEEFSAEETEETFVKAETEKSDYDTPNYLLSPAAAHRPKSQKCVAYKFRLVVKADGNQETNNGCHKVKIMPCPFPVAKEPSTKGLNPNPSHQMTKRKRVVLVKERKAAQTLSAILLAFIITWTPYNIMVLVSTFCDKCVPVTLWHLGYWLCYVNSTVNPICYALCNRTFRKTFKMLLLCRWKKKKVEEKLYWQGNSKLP
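Assay system: CHO-K1 hM5 cells. Also added: acetylcholine at EC20 concentration, added after compound. Dosing: 3 µM, single dose. Times: compound preincubation 140 s before EC20 acetylcholine addition. Signal: Fluo-8 calcium fluorescence. Measure: % activation relative to EC20 and EC100 ACh responses. Repeats: singlicate, one well per test compound.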
CHRM5 agonist – human M5 muscarinic receptor agonists, primary screen, CHO-K1 cells, Fluo-8 calcium fluorescence. Muscarinic acetylcholine receptor M5 (Homo sapiens), P08912. CHO-K1 hM5 cells; 0% DMSO wells, 100% maximal acetylcholine response. activation, % at 3 µM. 360,000 tested, 0.19% active. AID 624037, 2012;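 active = activation above the run's mean over test compounds plus 3 SD, cut at about 23% in these data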;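 note: signal is peak over basal fluorescence ratio across the kinetic read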
TAAR1 antag – human TAAR1 antagonists, primary screen, Fluo-8 calcium fluorescence, CHO RD-HGA16 cells; Trace amine-associated receptor 1 (Homo sapiens), Q96RJ0; antagonist; inhibition, % at 3 µM; 360,000 tested, 1.5% active; AID 624466, 2012;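 active = inhibition above a per-plate cutoff, the mean inhibition of test compounds on that plate plus 3 SD, cut at about 49% in these data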;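 note: 0% = DMSO plus EC80 beta-PEA response and 100% = DMSO alone without agonist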
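Test system: RD-HGA16 CHO cells with stable hTAAR1 and Gα16 / Probe or stimulus: EC80 β-phenethylamine stimulus / Times: seeding 17-24 h prior, 75-min 37 °C, 30-min RT dye loading / Detection: Fluo-8 calcium-sensitive fluorescence / Read-out basis: % inhibition scaled between DMSO and EC80 PEA controls / Repeats: singlicate, one well per test compound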
CHRM5 antagonist – human M5 muscarinic receptor antagonists, primary screen, CHO cells, Fluo-8 calcium fluorescence; Muscarinic acetylcholine receptor M5 (Homo sapiens), P08912; CHO-hM5 cells, ACh EC80; inhibition, % at 3 µM; 360,000 tested, 0.59% active;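 active = inhibition above a per-plate cutoff, the mean of that plate's test compounds plus 3 SD, cut at about 27% in these data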;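 note: 0% = acetylcholine EC80 with DMSO and 100% = DMSO without agonist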
CHO-K1 Ca PAM – nonselective calcium activators in parental CHO-K1 cells, primary screen, counter-screen for M1 PAM project, cell-based, Fluo-8 calcium fluorescence, full deck, 1536-well | activation, % at 3 µM | 360,000 tested, 0.02% active | ATP EC20; 0% at ATP EC20, 100% at ATP max;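 active = activation above the run cutoff, the mean activation of all test compounds plus 3 SD, cut at about 40% in these data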;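 note: peak over basal fluorescence ratio in a 140 s read after ATP addition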
CHRM4 PAM – human M4 muscarinic receptor positive allosteric modulators, primary screen, CHO-K1 cells, Fluo-8 calcium fluorescence; Muscarinic acetylcholine receptor M4 (Homo sapiens), P08173; CHO-K1 hM4/Gqi5, ACh EC20; 0% = ACh EC20, 100% = maximal ACh; activation, % at 3 µM; 360,000 tested, 0.4% active; AID 624126, 2012;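 active = activation above its plate's cutoff, the mean activation of sample wells plus 3 SD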; note: some results filed as inactive read as strong as hits
CRFR2-BP antag – antagonists of CRF-BP/CRF-R2 complex, primary screen, cell-based, HEK293, calcium dye fluorescence, uHTS; CRF-induced calcium fluorescence; inhibition, % at 11.8 µM; 350,000 tested, 0.59% active;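 active = inhibition of the ligand-induced calcium signal above about 50% at the single tested concentration, limit read from the data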
CRFBP-R2 agonist – agonists of CRF-BP/CRF-R2 complex, primary screen, cell-based, HEK293, calcium dye fluorescence, uHTS; CRF-binding protein / CRF receptor 2 complex (human); calcium dye fluorescence (FLIPR); percent of saturating CRF peptide response; activation, % at 13.2 µM; 350,000 tested, 0.46% active; AID 588473, 2011;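 active = activation of at least 50%, plus an integration ratio under a set limit after plate pattern correction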;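 note: plate controls were neutral control wells without compound for no effect and CRF at EC100 for full effect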
The depositor's hits bear a star; · = no result given.

SMILES	TAAR1 agonist	M5 PAM	CHRM5 agonist	TAAR1 antag	CHRM5 antagonist	CHO-K1 Ca PAM	CHRM4 PAM	CRFR2-BP antag	CRFBP-R2 agonist
O=C(CSCCO)Nc1ccc(C2CCCCC2)cc1	14	-8	0	-12	8	13	9	-22	-0.2
COc1ccc(S(=O)(=O)NC(Cc2ccccc2)C(=O)O)cc1 (stereo not drawn)	8	10	0	-3	-1	4	1	-8	-0.9
O=C(O)c1ccccc1C(=O)OCCCCOC(=O)c1ccccc1C(=O)O	12	-3	1	-4	1	-1	-4	-5	-0.4
O=C(NCCC1CCCCN1S(=O)(=O)c1cccs1)C(=O)Nc1ccccc1 (stereo not drawn)	1	-4	1	-30	6	-4	-4	12	3.0
CCCCOc1ccc(N2C(=O)CC(NCCc3ccc(S(N)(=O)=O)cc3)C2=O)cc1 (stereo not drawn)	1	8	-5	-6	-13	-4	5	-6	-0.2
Cc1cc(C)n(C(CC(=O)O)C(=O)O)n1 (stereo not drawn)	4	4	-1	-21	-9	-5	-1	24	1.1
CC(C)(C)NC(=O)CCN(/N=C/c1ccncc1)C1=NS(=O)(=O)c2ccccc21	4	2	1	-11	3	4	0	-13	2.7
COc1cc(OC)cc(C(=O)Nc2sc3c(c2C(N)=O)CCC3)c1	-2	5	-1	3	2	8	3	6	2.8
CCN1CCN(C(=O)c2ccc3c(=O)n(Cc4ccccc4OC)c(=S)[nH]c3c2)CC1	7	-5	0	16	6	12	8	4	-0.7
CC1(C)CC(=O)C=C(c2ccccc2-c2ccc3cc[nH]c3c2)C1=O	0	4	-1	15	-5	-1	-2	3	-0.4
Cc1ccccc1NC(=O)c1nc(S(C)(=O)=O)ncc1Cl	-1	-8	-1	6	10	8	-6	15	-0.2
CCC(C)NCCOCCOc1ccc(Br)cc1 (stereo not drawn)	4	3	-5	2	2	6	5	5	0.5
COc1cc(C2SC(C)C(=O)N2CCc2ccccc2)cc(OC)c1OC (stereo not drawn)	34	-4	-3	-3	5	18	-6	-2	0.8
C/C(=N\NC(=O)C1CC1)c1ccc(Cl)cc1	-2	3	2	-2	-9	7	-1	5	-2.6
OC(c1cccs1)(c1cccs1)C1C[N+]2(CF)CCC1CC2 (stereo not drawn)	2	-15	-7	5	63*	22	-40	-5	0.1
O=C(Nc1ccc(F)cc1F)c1cccnc1	3	0	-6	-15	3	19	6	-9	-1.0
CCCCSc1ccc(NC(=O)c2cccnc2)cc1	10	-8	0	9	3	-6	-3	-31	1.5
COc1cc(OC)c(C(=O)NCC(c2cccs2)N(C)C)cc1OC (stereo not drawn)	·	9	-2	·	2	10	-4	·	·
COc1ccccc1C(=O)COC(=O)/C(=C/c1ccccc1)NC(C)=O	2	-4	3	-13	3	2	9	-17	0.5
Cc1ccc(O)c(C(CC(=O)NC2CCCCC2)c2ccccc2)c1 (stereo not drawn)	16	-6	-5	4	12	4	3	-21	-0.2
CC1(C)CC(=O)C2=C(C1)N(c1ccc(F)cc1)C(=O)NC2(C(F)(F)F)C(F)(F)F	10	-4	-3	7	4	10	-13	20	-0.8
CC1CC1C(=O)Nc1nc(-c2ccccn2)cs1 (stereo not drawn)	9	3	-1	13	-4	1	4	-1	-2.1
CCCNS(=O)(=O)c1ccc(CCC(=O)NCc2ccco2)cc1	8	-2	-1	4	2	9	-1	7	-1.4
CCc1noc(C)c1C(=O)Nc1sc(C(=O)N(C)C)c(C)c1C#N	2	-4	-1	5	4	-8	8	10	0.7

Profiles as entered above. Screens in order: TAAR1 agonist | M5 PAM | CHRM5 agonist | TAAR1 antag | CHRM5 antagonist | CHO-K1 Ca PAM | CHRM4 PAM | CRFR2-BP antag | CRFBP-R2 agonist
CC1CC1C(=O)Nc1nc(-c2ccccn2)cs1 (stereo not drawn) reads 9 | 3 | -1 | 13 | -4 | 1 | 4 | -1 | -2.1
CCN1CCN(C(=O)c2ccc3c(=O)n(Cc4ccccc4OC)c(=S)[nH]c3c2)CC1 reads 7 | -5 | 0 | 16 | 6 | 12 | 8 | 4 | -0.7
CCCCSc1ccc(NC(=O)c2cccnc2)cc1 reads 10 | -8 | 0 | 9 | 3 | -6 | -3 | -31 | 1.5
Cc1ccccc1NC(=O)c1nc(S(C)(=O)=O)ncc1Cl reads -1 | -8 | -1 | 6 | 10 | 8 | -6 | 15 | -0.2

(list continues)
SMILES	TAAR1 agonist	M5 PAM	CHRM5 agonist	TAAR1 antag	CHRM5 antagonist	CHO-K1 Ca PAM	CHRM4 PAM	CRFR2-BP antag	CRFBP-R2 agonist
COc1cc(C)c(Cl)c(C)c1S(=O)(=O)NCc1ccc2c(c1)OCO2	19	-5	-2	9	4	9	-3	-11	-0.8
Cn1ncc2c(O/N=C(\N)c3ccc(C(C)(C)C)cc3)ncnc21	·	-6	-3	·	12	6	-10	10	-1.7
O=c1[nH]c(=O)n(CCO)c2nnn(Cc3ccccc3)c12	8	3	1	-3	-8	11	2	-9	0.9
CCCOc1ccc(NC(=O)CC2C(=O)N(C)C(=S)N2Cc2cccs2)cc1 (stereo not drawn)	-3	-6	-4	19	8	14	0	1	-1.5
CCC(C)(C)NC(=O)CN(Cc1ccc2c(c1)OCO2)C(=O)CCC(=O)Nc1nccs1	13	-10	-3	13	10	19	-3	-1	2.1
COc1ccc(C(=O)C(OC(=O)c2ccccc2)c2ccccc2)cc1 (stereo not drawn)	6	6	-2	-8	-2	0	-1	-1	6.6
Cn1cc(S(=O)(=O)N2CCCC(C(=O)O)C2)cn1 (stereo not drawn)	1	1	-1	-9	-10	13	-4	-3	0.5
Cc1ccc([N+](=O)[O-])c2c1C(N1CCCCC1)C(C)(C)O2 (stereo not drawn)	2	-6	-3	-9	5	5	1	-12	0.8
C[C@H](CO)N1C[C@H](C)[C@@H](CN(C)C(=O)c2ccc3c(c2)OCO3)Oc2cc(/C=C/c3ccccc3)ccc2S1(=O)=O	16	-4	2	40	2	24	-8	14	1.4
O=C(O)C1Nc2c(O)cccc2C2C=CCC12 (stereo not drawn)	1	3	0	-9	0	18	6	14	0.0
COC(=O)c1c(C)[nH]c(C(=O)OCc2csc(CC(=O)Nc3ccccc3C)n2)c1C	5	1	2	10	1	0	3	-5	0.0
CCOC(=O)c1ccc2[nH]cc(C(C)=O)c(=O)c2c1	1	4	-3	-6	-1	18	7	1	24
COc1cccc(C2C(C(=O)NCc3ccccc3)=C(C)Nc3ncnn32)c1 (stereo not drawn)	-1	0	1	6	-3	-2	0	5	-0.8
CCCn1nc(NS(=O)(=O)c2ccc(F)cc2)c2cc3ccccc3nc21	-2	12	-1	9	7	-8	1	4	-2.7
COc1ccc(/C(O)=C2/C(=O)C(=O)N(CCCN3CCOCC3)C2c2ccc(C)cc2)cc1 (stereo not drawn)	3	6	3	-7	0	16	-2	12	-4.3
COc1ccc(CNC(=O)c2cc(-c3ccccc3OC)on2)cc1	·	5	-3	·	-1	13	10	16	0.1
O=S1(=O)N=C(Nc2ccc(O)c(CN3CCCCC3)c2)c2ccccc21	3	-5	-2	1	6	13	-1	-3	1.3
CSc1ccc(S(=O)(=O)NCC(=O)OCCOc2ccccc2)cc1[N+](=O)[O-]	8	-6	0	29	10	5	-4	0	-0.6
O=C1CCC(=O)N1CCC(c1ccc(F)cc1)c1ccco1 (stereo not drawn)	4	4	3	-10	-9	-8	0	-6	0.5
O=C(O)C1CCCN1C(=O)C1CCN(S(=O)(=O)c2cccc(C(F)(F)F)c2)CC1 (stereo not drawn)	0	1	3	-28	0	-29	6	4	0.7
C=CC[C@@H](CC(=O)NCCO)C(=O)N[C@H](C)COC(=O)[C@@H](CC=C)Cc1ccc(F)cc1	8	3	0	11	7	-16	3	3	-1.6
O=C(Nc1ccc(S(=O)(=O)N2CCCCCC2)cc1)c1ccco1	7	-3	-2	-13	4	14	-2	-2	-0.1
Cc1ccc(/C=C2\Oc3c(ccc(O)c3CN3CCN(C)CC3)C2=O)cc1	6	-8	0	-13	12	14	-5	-36	26
Cc1nc2c(-c3ccc(F)cc3)cnn2c(N)c1-c1ccc(F)cc1	-1	-2	-2	6	3	3	-1	-9	4.8
CC(C)(C)c1csc(NC(=O)Cn2cnc3ccccc3c2=O)n1	13	-6	-4	-3	5	15	-1	-8	-2.1
CCOC(=O)C1CCN(S(=O)(=O)c2ccc3[nH]c(=O)c(=O)[nH]c3c2)CC1	4	-10	-2	-28	22	15	-10	-8	-1.8
CCOC(=O)N1CCN(CC(=O)Nc2ccccc2C(=O)Nc2ccccc2)CC1	7	-2	5	42	7	-12	1	18	-1.1
COc1cc(C2C3=C(COC3=O)Oc3cc4c(cc32)OCO4)ccc1O (stereo not drawn)	1	-3	-12	-1	10	-12	-1	8	-1.0
NC(=NC(=O)c1ccc(OCC(F)(F)F)nc1)c1ccccc1	2	3	0	-18	-2	-8	-5	-21	7.2
CC1CCOC(c2coc3ccccc3c2=O)O1 (stereo not drawn)	0	-2	0	6	-1	19	-6	-13	-0.6
COc1cc(-c2coc3c(C(=O)NC4CCCCC4)cccc23)ccc1O	0	1	2	19	-10	33	1	·	·
CCOC(=O)N1CCN(Cc2nc3cc(NC(=O)CC)ccc3n2C)CC1	1	-1	-4	0	13	19	0	-9	-0.3
O=C(COc1ccccc1[N+](=O)[O-])OC1CCS(=O)(=O)C1 (stereo not drawn)	5	-7	-1	3	-1	3	-6	-6	0.2
CC(C)NS(=O)(=O)c1ccc(OCC(=O)N2CCc3ccccc3C2)cc1	7	0	2	-10	4	18	2	-22	-0.6
O=C(Nc1cccc(S(=O)(=O)NC2=NCCC2)c1)C1CCC1	2	5	-3	1	1	18	0	1	-0.6
CN(CC(=O)Nc1ccc(F)c(F)c1F)C(=O)Cn1cnc2c1c(=O)n(C)c(=O)n2C	7	4	0	-4	-6	11	5	3	-1.1
COc1nc(-c2ccccc2)ccc1-c1noc(-c2ccco2)n1	7	2	-4	20	1	13	0	5	-0.4
COc1ccc(-c2cc3nc(NCc4ccc(NC(C)=O)cc4)n(C)c(=O)c3s2)cc1OC	1	2	-1	-19	-2	-9	3	·	·
Cc1ccc(-n2ccc(=O)c(C(=O)Nc3ccc(S(=O)(=O)N4CCOCC4)cc3)n2)cc1	14	-1	-2	-26	3	6	1	-12	0.0
